MEKK2 mut-MEK5 = MEK5 binding signal on mutant MEKK2 PB1, primary screen, biochemical, multiplex bead flow cytometry, Alexa488-MEK5; Alexa488-MEK5 binding to MEKK2 mutant; hit rate 0.35% among 290,000; percent response, % at 10 µM; AID 1530, 2009; in the data active means percent response above about 24%, passing the limit was not always enough; further: inactives centre near 1; some results filed as inactive read as strong as hits
OXTR potentiator = human OXTR potentiators, primary screen, fluorescence, CHO-OTR cells, Fluo-8 calcium; Oxytocin receptor (Homo sapiens), P30559; Fluo-8 calcium fluorescence, potentiator mode; 0% = oxytocin EC15, 100% = EC100; activation, % at 3 µM; hit rate 0.061% among 320,000;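 active means activation above that plate's cutoff, the mean activation of tested compounds plus 3 SD, cut at about 6.6% in these data, passing the limit was not always enough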;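 further: 100% uses oxytocin at 75 nM as the full agonist control; some results filed as inactive read as strong as hits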
Target sequence (P30559 whole entry, looked up): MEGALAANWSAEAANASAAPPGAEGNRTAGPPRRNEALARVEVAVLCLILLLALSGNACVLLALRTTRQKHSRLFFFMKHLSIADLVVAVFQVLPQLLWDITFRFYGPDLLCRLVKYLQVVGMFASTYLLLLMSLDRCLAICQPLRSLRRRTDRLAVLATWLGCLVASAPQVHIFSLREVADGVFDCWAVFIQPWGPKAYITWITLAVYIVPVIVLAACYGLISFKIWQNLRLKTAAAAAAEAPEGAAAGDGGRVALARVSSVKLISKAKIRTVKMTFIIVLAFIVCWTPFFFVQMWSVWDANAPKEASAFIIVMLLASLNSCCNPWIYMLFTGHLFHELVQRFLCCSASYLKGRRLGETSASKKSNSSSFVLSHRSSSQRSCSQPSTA
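Replication – single well per compound, singlicate · Assay system – CHO cell line stably expressing human OTR · Timing – 6 min pre-incubation, 100 s read · Measure – normalized max/min fluorescence ratio, % activation · Doses – 3.0 µM, one dose · Detection – Fluo-8 calcium dye fluorescence · Probe or stimulus – oxytocin near EC15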
OXTR agonist = human OXTR agonists, primary screen, fluorescence, CHO-OTR cells, Fluo-8 calcium. Oxytocin receptor (Homo sapiens), P30559. Fluo-8 calcium fluorescence; normalized: DMSO 0%, oxytocin 100%. activation, % at 3 µM. hit rate 0.32% among 320,000;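 active means activation above the mean of all tested compounds plus 3 SD, cutoff set per screening run, cut at about 20% in these data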;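 further: peak over basal fluorescence ratio from a 100 s FLIPR kinetic read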
MEKK2wt PB1 HTS = modulators of MEK5 binding to wildtype MEKK2, primary screen, biochemical, multiplex bead flow cytometry, Alexa488-MEK5; Mitogen-activated protein kinase kinase kinase 2 (Homo sapiens), Q9Y2U5; Alexa488-MEK5 binding to MEKK2 WT; actives lie on both sides; binding response (% of control), % at 10 µM; hit rate 1.1% among 290,000; in the data active means binding response below about 67% or above about 130%
V1R ag counter = agonists of human V1a receptor, primary screen, counter-screen for OXTR agonist project, fluorescence, CHO-V1R cells; Vasopressin V1a receptor (Homo sapiens), P37288; Fluo-8 calcium fluorescence, agonist mode; 0% DMSO, 100% 3 nM vasopressin; activation, % at 3 µM; hit rate 0.25% among 320,000; AID 2797, 2010;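 active means activation above the mean activation of all tested compounds plus 3 SD, per screening run, cut at about 20% in these data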;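 further: signal is peak over basal fluorescence ratio across a 100 second FLIPR read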
Target sequence (P37288 whole entry, looked up): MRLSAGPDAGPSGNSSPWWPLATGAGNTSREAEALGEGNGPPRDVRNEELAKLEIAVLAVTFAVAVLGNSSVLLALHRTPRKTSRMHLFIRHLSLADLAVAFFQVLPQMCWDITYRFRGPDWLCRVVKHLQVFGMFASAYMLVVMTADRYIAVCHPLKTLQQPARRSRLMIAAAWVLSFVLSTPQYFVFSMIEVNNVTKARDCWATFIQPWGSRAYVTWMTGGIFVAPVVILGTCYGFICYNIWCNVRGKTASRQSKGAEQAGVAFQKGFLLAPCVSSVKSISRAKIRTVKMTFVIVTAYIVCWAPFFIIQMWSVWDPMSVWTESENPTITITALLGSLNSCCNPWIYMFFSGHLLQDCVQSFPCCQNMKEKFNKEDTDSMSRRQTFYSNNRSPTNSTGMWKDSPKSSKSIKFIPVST
NALP1 inh = NALP1 inflammasome inhibitors in reconstituted yeast, colorimetric, S. cerevisiae, triplicate retest; S. cerevisiae NALP1/ASC/caspase-1 growth, X-gal OD620, 72 h; inhibition, % at 10 µM; hit rate 0.61% among 280,000; AID 2071, 2009; in the data active means inhibition mostly above about 24%, no sharp cut-off; inactive means mostly below about 32%; further: some compounds called inactive have numbers as strong as hits
PfM18AAP inh = PfM18AAP inhibitors, malaria aminopeptidase, primary screen, biochemical, QFRET, recombinant enzyme | M18 aspartyl aminopeptidase (Plasmodium falciparum 3D7) | H-Glu-NHMec fluorogenic cleavage | inhibition, % at 7.35 µM | hit rate 1.2% among 290,000;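 active means inhibition above the campaign mean inhibition over all tested compounds plus 3 SD, cut at about 28% in these data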;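 further: 0% = plate median of test compound wells and 100% = 2 mM ZnCl2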
GalR3 antag = GalR3 antagonists in HEK293 cells, primary screen, cell-based, fluorescence readout. HEK293 GalR3-CNG cAMP membrane potential fluorescence; galR3 body fused to GalR1 C-terminus. Galanin receptor type 3 (Homo sapiens), O60755. hit rate 0.44% among 360,000. inhibition, % at 3 µM;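 active means inhibition above the screen-wide average plus 3 SD, cut at about 13% in these data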;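 further: forskolin and galanin both at EC90 stimulate the cells; cAMP rise reported by CNG channel membrane potential dye signal; 0% = forskolin plus galanin with DMSO and 100% = forskolin alone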
Target sequence (O60755 1-299 limits assumed): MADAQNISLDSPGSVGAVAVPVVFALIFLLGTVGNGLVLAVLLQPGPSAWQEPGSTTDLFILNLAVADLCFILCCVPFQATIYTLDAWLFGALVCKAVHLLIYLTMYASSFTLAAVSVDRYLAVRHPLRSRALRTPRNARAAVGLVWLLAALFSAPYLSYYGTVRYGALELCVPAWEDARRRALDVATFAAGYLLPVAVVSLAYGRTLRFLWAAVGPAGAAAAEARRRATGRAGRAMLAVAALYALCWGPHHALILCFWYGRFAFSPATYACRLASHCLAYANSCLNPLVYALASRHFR
GPR7 antag = GPR7 receptor antagonists, primary screen, cell-based, fluorescence, single concentration. Neuropeptides B/W receptor type 1 (Homo sapiens), P48145. GPR7-expressing cells, fluorescence antagonist assay. inhibition, % at 4.4 µM. hit rate 1.1% among 290,000. AID 1861, 2009; in the data active means inhibition above about 16%, passing the limit was not always enough;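 further: cells stimulated with the agonist NPW; 0% = agonist with vehicle and 100% = vehicle without agonist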
Active calls of the source: *; . = no result given.

SMILES	MEKK2 mut-MEK5	OXTR potentiator	OXTR agonist	MEKK2wt PB1 HTS	V1R ag counter	NALP1 inh	PfM18AAP inh	GalR3 antag	GPR7 antag
CCC(=O)N(CCC1(c2ccccc2OC)CCOC(C(C)C)C1)Cc1ccco1 (configuration not stated)	4.0	-12.8	-2.4	105.0	-2.4	-2.1	3.8	-0.2	-1.5
CCOCCCNC(=O)Cn1cnc2c(cnn2-c2ccc(OC)cc2)c1=O	4.0	-1.2	-0.6	106.0	1.0	20.3	0.9	-6.7	-10.8
Cc1cccc(/C=N/NC(=O)Cc2cccs2)c1	0.0	-8.6	-0.2	101.0	3.0	6.5	-1.2	-7.5	-5.4
C[C@]12c3[nH]c4ccccc4c3CCN1C(=O)C(CC(=O)NCCCn1ccnc1)C[C@@H]2C(=O)N1CCOCC1 (some centres not stated)	.	-4.6	-0.5	.	0.3	.	.	-6.1	.
NC(=O)C1CCN(C(=O)C2CCC(=O)N(CC3CCCCC3)C2)CC1 (configuration not stated)	-7.0	-1.4	1.0	93.0	0.6	14.3	-4.6	-8.0	-8.9
Cc1cc2cc(CCNS(C)(=O)=O)c(=O)[nH]c2cc1C	2.0	-11.7	0.4	99.0	-0.1	-2.5	7.2	-0.5	-13.5
COCCSc1nnc(NC(=O)CS(=O)(=O)c2ccc(C)cc2)s1	0.0	-0.7	-0.1	97.0	0.5	3.3	-3.5	-5.5	-16.7
O=C(Cc1c(F)cccc1Cl)Nc1ccc(S(=O)(=O)NCC2CCCO2)cc1 (configuration not stated)	-11.0	-3.1	2.9	94.0	3.1	5.0	-7.5	-5.5	-8.1
O=c1c2nnn(Cc3ccccc3)c2ncn1C/C=C/c1ccccc1	7.0	-3.5	-0.2	105.0	1.3	.	0.6	.	0.3
COc1ccc(C(=O)CSc2nnc(-c3ccco3)c(-c3ccco3)n2)cc1	-3.0	.	.	98.0	.	3.0	18.7	0.0	1.7
CCc1ccc(C(C)NC(=O)c2ccncc2)cc1 (configuration not stated)	-1.0	-5.8	2.3	104.0	4.2	12.5	-6.8	-2.5	-2.2
O=c1[nH]c(=O)c2nnc(N/N=C/c3ccccc3F)nc2[nH]1	-1.0	-7.3	-0.7	99.0	0.5	.	-1.1	5.1	-10.3
CCOc1ccc(N(C(=O)c2cnccn2)C(C(=O)NC2CCCCC2)c2ccc(O)cc2)cc1 (configuration not stated)	-9.0	-14.6	-1.7	89.0	0.3	-5.2	4.2	-3.5	-0.8
O=C(COc1ccc2c3c(c(=O)oc2c1)CCCC3)N1CCN(c2ccc(F)cc2)CC1	-1.0	4.8	0.6	99.0	1.7	11.6	-9.1	-7.3	-8.7
Clc1ccc(-c2nnc(CNC3CC3)o2)cc1	28.0	-6.5	-1.0	124.0	-0.9	4.0	4.6	-0.8	-8.0
CC(=O)c1ccc(N2CCN(C(=O)CCS(=O)(=O)c3ccc4c(c3)CCN4C(C)=O)CC2)cc1	6.0	-12.6	1.9	108.0	3.9	1.1	2.6	4.9	-5.9
CCCn1nnc(NC(=O)COc2ccc(C3CCCCC3)cc2)n1	-1.0	-13.1	2.7	98.0	6.5	3.1	3.9	-11.8	3.4
CCOC(=O)C1(CCOC)CCN(C(=O)c2ccccc2-c2cccc(C)c2)CC1	-7.0	-11.3	-2.0	99.0	-0.8	6.5	-1.8	7.1	10.6
Cc1ccc(C(=O)NCC(=O)OCC(=O)c2ccc3c(c2)OCCO3)cc1C	10.0	6.8	-2.1	111.0	0.2	3.5	-11.2	-3.6	-4.5
O=C(c1csc2c1CCCC2)N1CCCCC1	2.0	-17.6	-2.0	104.0	-2.0	11.9	1.4	-3.4	-12.4
Cc1cc(NC(=O)/C=C/c2cccc(Cl)c2)n(-c2nc3ccccc3[nH]2)n1	0.0	-6.0	-1.3	97.0	-0.5	8.7	-7.5	3.0	-12.1
Cc1nc(-c2ccc(S(=O)(=O)Nc3ccc(S(N)(=O)=O)cc3)cc2)co1	-4.0	-16.1	-1.1	99.0	-0.1	18.9	7.0	-3.0	-12.6
CNC(=O)CC(=O)Nc1ccccc1C(=O)O	.	-1.8	0.6	.	0.4	6.1	-3.1	-2.9	-8.7
COCCn1nnnc1C(c1ccccc1)N1CCN(c2ccccc2)CC1 (configuration not stated)	3.0	-14.4	-1.1	105.0	0.0	-0.5	-0.6	-2.4	-1.4
CC(C)(C)C1CCC(C(=O)Nc2ccccc2N2CCOCC2)CC1 (configuration not stated)	.	4.0	-2.0	.	-0.8	.	.	-4.0	.

Molecules above with a thiophene ring, fused or not, in the order listed:
SMILES	MEKK2 mut-MEK5	OXTR potentiator	OXTR agonist	MEKK2wt PB1 HTS	V1R ag counter	NALP1 inh	PfM18AAP inh	GalR3 antag	GPR7 antag
Cc1cccc(/C=N/NC(=O)Cc2cccs2)c1	0.0	-8.6	-0.2	101.0	3.0	6.5	-1.2	-7.5	-5.4
O=C(c1csc2c1CCCC2)N1CCCCC1	2.0	-17.6	-2.0	104.0	-2.0	11.9	1.4	-3.4	-12.4

Continuation.
SMILES	MEKK2 mut-MEK5	OXTR potentiator	OXTR agonist	MEKK2wt PB1 HTS	V1R ag counter	NALP1 inh	PfM18AAP inh	GalR3 antag	GPR7 antag
N#CC(C(=O)Nc1ccc(Cl)cc1)=C1Nc2ccccc2N1	2.0	-7.4	-2.4	93.0	-1.5	-12.0	1.6	-3.7	-0.3
N#CCC(=O)Nc1sc2c(c1C(N)=O)CCCC2	1.0	-1.9	1.4	100.0	0.9	8.0	4.6	-0.4	-7.5
CCOc1ccc(C(=O)NC(=S)Nc2ccc(NC(=O)CC)cc2)cc1[N+](=O)[O-]	1.0	-6.5	5.4	103.0	4.8	0.3	-0.3	-2.9	2.5
O=C(OCc1nc2ccccc2[nH]1)C12CC3CC(CC(C3)C1)C2	7.0	-10.5	-1.3	108.0	-1.2	-0.8	-11.7	-7.1	3.7
CCn1c(SCC(=O)NC)nnc1C(C)C	3.0	-0.4	1.7	102.0	0.4	3.7	-31.3	1.3	-12.0
Cc1nn(CC(=O)c2ccc(Cl)s2)c(C)c1[N+](=O)[O-]	-3.0	-4.1	0.2	91.0	2.0	5.2	-3.5	-2.6	-10.1
O=C(CSCc1ccccc1)N/N=C/c1ccc(OCC(=O)N2CCCCC2)cc1	2.0	-7.4	3.1	107.0	3.2	24.3	2.3	-2.7	-10.1
Cc1ccc(OCCCC(=O)NNC(=O)c2ccncc2)cc1	.	-0.6	0.3	.	-0.6	.	.	-3.7	.
CC(C)C(=O)c1cc2c(cc1NC(=O)Nc1cccc3ccccc13)OCCO2	.	-4.9	0.5	.	0.7	53.1	-7.9	.	-16.6
O=C1C(=O)N(CNc2ccccn2)c2ccccc21	-2.0	-8.9	4.4	97.0	-0.7	12.2	-7.5	-2.9	2.9
O=C(NCC1COc2ccccc2O1)C1CCCN(S(=O)(=O)c2cccc3cccnc23)C1 (configuration not stated)	0.0	-9.1	-0.5	102.0	0.8	4.5	4.3	-1.9	-6.5
O=C(NCc1cccs1)C12CC3CC(CC(C3)C1)C2	-2.0	-4.9	-1.2	97.0	1.1	16.9	4.2	-4.6	-5.6
CC(C)(C)c1ccc(-c2cnco2)cc1	7.0	-4.0	0.7	105.0	1.1	9.3	-11.8	-3.8	-7.7
Cc1[nH]n(-c2ccccc2)c(=O)c1N=Nc1cccc(S(=O)(=O)N2CCOCC2)c1	5.0	-11.8	0.1	102.0	0.0	33.8	-5.9	-4.5	-0.4
CC(=O)OC1COC(n2ccc3cc([N+](=O)[O-])ccc32)C(OC(C)=O)C1OC(C)=O (configuration not stated)	1.0	-6.1	0.4	108.0	1.6	-3.4	-2.1	0.4	-9.0
N#Cc1c(-c2cccs2)cc(-c2ccccn2)nc1N	8.0	-17.1	-1.6	104.0	-1.1	13.8	7.7	-4.0	-0.6
COC(=O)c1sccc1NC(=S)N1CCN(c2cccc(C)c2C)CC1	-2.0	-12.2	-1.1	92.0	1.1	25.7	6.4	-2.1	-5.2
Cc1nc(SCC(=O)N2CCCc3ccccc32)c2oc3ccccc3c2n1	7.0	4.4	-1.1	101.0	-0.2	15.7	-3.9	-0.4	2.0
NC(=S)Nc1cccc2[nH]ccc12	-7.0	-0.7	0.3	96.0	2.0	-9.1	2.0	-3.1	-2.2
COc1cccc(CNC(=O)CCS(=O)(=O)c2ccc3c(c2)CC(C)N3C(=O)C2CC2)c1 (configuration not stated)	6.0	-5.6	-0.1	104.0	0.2	1.1	2.9	3.4	-5.8
O=C(NC(Cc1ccccc1)c1nc2ccccc2[nH]1)c1cccc([N+](=O)[O-])c1 (configuration not stated)	0.0	-8.2	2.3	104.0	3.8	.	-7.0	1.3	-0.8
COc1ccc2c(c1OC)C(=O)N(c1ncn[nH]1)C2	3.0	-2.9	-0.2	102.0	0.3	20.0	-2.2	-3.2	-11.5
CCOCCCNC(=O)Cc1ccc(Br)cc1	-1.0	1.4	-1.7	102.0	0.1	21.1	-4.5	-3.9	-6.8
CCCCC(CC)C(=O)Nc1ccc(Cl)cn1 (configuration not stated)	-8.0	-1.2	-1.6	100.0	-1.8	-0.9	19.1	-7.4	-7.2
CCN(CC)C(=O)c1c[nH]c2ccc(S(=O)(=O)Nc3cc(C)cc(C)c3)cc2c1=O	-3.0	-1.4	0.4	95.0	0.7	3.4	5.4	1.3	-4.2

Continued.
SMILES	MEKK2 mut-MEK5	OXTR potentiator	OXTR agonist	MEKK2wt PB1 HTS	V1R ag counter	NALP1 inh	PfM18AAP inh	GalR3 antag	GPR7 antag
Cc1[nH]c2ccccc2c1C(=O)C(=O)NC1CC(=O)N(c2ccc(F)cc2)C1 (configuration not stated)	.	-0.7	-0.1	.	4.3	.	.	-2.7	.
Cc1ccc(S(=O)(=O)N(C)CC(=O)OCC(=O)Nc2ccccc2)cc1	-6.0	-2.5	1.8	97.0	2.1	7.4	-1.4	0.2	4.4
CC(C)CCn1c(SC(C)C(=O)NC2CC2)nc2ccccc2c1=O (configuration not stated)	.	-6.8	-1.5	.	-0.3	.	.	-3.6	.
Cc1ccc2cc(CN(c3ccccc3C)S(=O)(=O)c3ccccc3)c(=O)[nH]c2c1	-4.0	-11.3	-0.7	94.0	-0.6	20.2	-15.5	0.9	-2.5
Cc1ccc(C(=O)c2ccc(N3CCN(C)CC3)c([N+](=O)[O-])c2)cc1	3.0	0.4	11.4	104.0	4.0	44.8	5.9	-3.6	-3.5
Cc1ccc(C)c(N=C2NC(=O)CS2)c1	7.0	-0.3	-1.1	104.0	-0.1	5.6	-3.1	1.8	-9.4
Cc1ccc(C)c(OC(=O)CN2C(=O)c3ccccc3C2=O)c1	2.0	-10.8	-2.5	99.0	-0.8	4.9	10.0	-11.4	-9.7
CN(C)S(=O)(=O)c1cccc(COC(=O)C2=COCCO2)c1	12.0	-13.8	5.4	117.0	0.5	6.9	3.7	-2.1	-11.9

Compound activity as filed in PubChem BioAssay.
